# Abeta yeast res = restores growth of yeast expressing A-beta42 peptide | yeast expressing A-beta42, growth rescue, OD600, 48 h; response scale: 0% DMSO, 100% iron-clioquinol control | Potency, µM (top dose mostly 46.1 µM), for the others: at the top dose growth rescue, usual class: activators | 410,000 tested, 0.063% active | AID 1347071; further: potency means the concentration at half of the fitted maximal effect; nearly all actives have a fitted effect of over 55% in size
#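 Yeast A-beta toxicity model in growth medium with pinned compounds, 48 h at 30 C; growth read as absorbance at 600 nm. Normalized to FeCl3/clioquinol equimolar mix (positive) and DMSO (negative).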
# Akt phos inh = blocks phosphorylation of Akt. Neuro2A IGF-stimulated pAkt S473 HTRF, 20 min; active compounds read low. activity change, % for hits at 50 µM. 360,000 tested, 0.32% active; in the data active means activity change below about -80%; inconclusive means mostly about -51% to -80%; further: on the % scale 0 is the no-effect control and ±100 the full control effect
#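 Neuro2A cells (4,500/well, DMEM with 0.5% FBS) were treated with compound at a single 50 µM final concentration, stimulated with 6 nM IGF for 20 min at 37 °C, and lysed. Phospho-Akt Ser473 was read by HTRF as 665/615 ratio ×10^4.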
# DRD3 antagonist = antagonists of human D3 dopamine receptor | P35462 | D3R cells, DiscoveRx beta-arrestin luminescence, antagonist mode; active compounds read low | max response, negative = inhibition, % | 360,000 tested, 2.5% active | AID 652054; in the data active means max response below about -50%; inconclusive means no clear call, values can overlap the other calls; further: on the % scale 0 is the no-effect control and ±100 the full control effect; mostly tested at two doses, the higher about 12 µM
# Target sequence (P35462 whole entry, looked up): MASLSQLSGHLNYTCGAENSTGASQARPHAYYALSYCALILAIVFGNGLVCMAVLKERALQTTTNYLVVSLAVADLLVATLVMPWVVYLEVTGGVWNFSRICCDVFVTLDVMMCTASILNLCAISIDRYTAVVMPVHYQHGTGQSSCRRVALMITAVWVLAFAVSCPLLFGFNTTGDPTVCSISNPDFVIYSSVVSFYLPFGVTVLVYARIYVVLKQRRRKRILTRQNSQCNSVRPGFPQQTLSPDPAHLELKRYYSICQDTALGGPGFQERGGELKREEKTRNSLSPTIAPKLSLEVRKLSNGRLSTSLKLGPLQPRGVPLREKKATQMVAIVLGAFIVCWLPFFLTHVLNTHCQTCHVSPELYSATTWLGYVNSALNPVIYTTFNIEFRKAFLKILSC
#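 Cells expressing the human receptor were seeded at 1500 cells/well, incubated overnight at 37 degrees C in 5% CO2, then exposed to library compounds with dopamine controls for 90 minutes at 37 degrees C before luminescent detection.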
# TDP-43 yeast inh = TDP-43 toxicity inhibition in yeast. 410,000 tested, 1.8% active. TDP-43 expressing yeast growth rescue, BacTiter-Glo, 24 h. AID 652104. Potency, µM (titrated, usually from 46.1 µM), without a hit: at the highest dose growth rescue (activation), most hits filed as activators; further: potency means the concentration at half of the fitted maximal effect; % of control where 0% means no effect; nearly all actives have a fitted effect of over 50% in size
#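 In this qHTS, compounds that restore growth of yeast expressing TDP-43 appear as activators. Cells (OD600=0.02, galactose medium, raffinose-pregrown) are incubated with compound 24 hr at 30 deg C and growth is quantified by BacTiter-Glo.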
# aSyn rescue = rescues yeast growth from alpha-synuclein toxicity; Yeast expressing alpha-synuclein, growth rescue, BacTiter-Glo, 24 h; Potency, µM (titrated, usually from 46.1 µM), for the others: at the highest dose growth rescue (activation), usual class: activators; 370,000 tested, 0.14% active; further: potency means the concentration at half of the fitted maximal effect; % of control where 0% means no effect; nearly all actives have a fitted effect of over 65% in size
#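 Readout is rescue of growth in alpha-synuclein-expressing yeast, so inhibitors of toxicity appear as activators. Growth after 24 hr at 30 deg C in galactose medium is quantified by luminescence.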
# GLP1R inv ag = acts as inverse agonist at human GLP-1 receptor; P43220; 410,000 tested, 1.6% active; Potency, µM (highest dose often 38.3 µM), without a hit: at the top dose activity change, negative = inhibition, hits mostly inhibitors; HEK293 GLP-1R CRE-luciferase, luminescence, 24 h; GLP-1R form is constitutively active; AID 624417; further: potency means the concentration at half of the fitted maximal effect; on the % scale 0 is the no-effect control and ±100 the full control effect; nearly all actives have a fitted effect of over 55% in size
#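 qHTS in 1536-well format: reporter HEK293 cells expressing constitutive GLP-1R activity in DMEM + 10% Nu serum, 24 hr with compounds at 37 deg C, luminescence read after 12 min with detection reagent.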
# GLP-1R agonist = activates the human GLP-1 receptor. P43220. HEK293 GLP-1R CRE-luciferase, luminescence, 4-6 h; cells express a hypersensitive GLP-1R form. Potency, µM (titrated, usually from 45.6 µM), without a hit: at the top dose activation, actives largely listed as activators. 380,000 tested, 0.007% active; further: potency means the concentration at half of the fitted maximal effect; % of control where 0% means no effect
# PTHR1 agonist = PTHR1 (human) receptor agonism; HEK293 GP2 PTHR1 cells, GloSensor cAMP luminescence, 1 h; Potency, µM (doses to about 115 µM), for the others: top-dose activation, actives largely listed as activators; Q03431; AID 743266; 410,000 tested, 0.075% active; further: potency means the concentration at half of the fitted maximal effect; nearly all actives have a fitted effect of over 55% in size; some results filed as inactive show a strong effect at the top dose; inactives centre near -15; many of its hits are not listed in these tables
# Target sequence (Q03431 whole entry, looked up): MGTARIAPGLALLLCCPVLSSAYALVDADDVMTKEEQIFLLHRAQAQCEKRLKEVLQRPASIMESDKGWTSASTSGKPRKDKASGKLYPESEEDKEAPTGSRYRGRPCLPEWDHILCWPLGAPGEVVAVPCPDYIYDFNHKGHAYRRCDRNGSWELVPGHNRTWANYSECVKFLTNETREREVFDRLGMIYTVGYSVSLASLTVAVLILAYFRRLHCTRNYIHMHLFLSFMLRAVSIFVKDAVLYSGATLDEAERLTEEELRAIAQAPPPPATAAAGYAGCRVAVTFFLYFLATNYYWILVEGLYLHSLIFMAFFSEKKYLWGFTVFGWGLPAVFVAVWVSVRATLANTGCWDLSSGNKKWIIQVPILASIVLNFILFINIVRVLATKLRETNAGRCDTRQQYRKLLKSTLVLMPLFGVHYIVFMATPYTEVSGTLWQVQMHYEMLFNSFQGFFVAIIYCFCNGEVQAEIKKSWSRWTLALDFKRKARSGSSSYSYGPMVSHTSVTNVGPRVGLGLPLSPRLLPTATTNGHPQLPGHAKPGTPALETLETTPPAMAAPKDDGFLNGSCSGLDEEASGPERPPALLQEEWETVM
#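 HEK-293-derived GP2 cells expressing PTHR1 and a GloSensor cAMP reporter, 3,000/well, plated overnight, given luciferin plus IBMX (each 0.5 mM as added) for 1 h at 37 °C, then compound for 1 h at 37 °C. Luminescence was read after 15 min at room temperature.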
# FUS suppressor = rescues growth of FUS-expressing yeast | S. cerevisiae FUS-expressing, growth rescue, OD600, 24 h | Potency, µM (highest dose often 76.6 µM), without a hit: at the top dose growth rescue (activation), usual class: activators | AID 1347120 | 390,000 tested, 0.24% active;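 further: potency means the concentration at half of the fitted maximal effect; plate controls were DMSO vehicle for no effect and reference control for full effect; nearly all actives have a fitted effect of over 55% in size; some results filed as inactive show a strong effect at the top dose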
#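 FUS-expressing yeast, raffinose-pregrown, induced in 2% galactose minimal medium at OD 0.005; compounds in a dilution series, 24hr at 30C. Growth restoration read as absorbance at 600 nm. CP55940 positive control, DMSO negative.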
# An asterisk follows results filed as active; i = inactive; ? = inconclusive; nt = not tested or not shown; & = joins results of further samples; [ ] = dose if it differs, or a comment. Unless noted, the call rests on the fitted dose curve; in most records, active means well fitted curve in the direction sought with a large enough effect; inconclusive means small, poorly fitted or top-dose-only effect, or another doubt; inactive means no such curve, though single readings can be large; an effect the other way counts as inactive or inconclusive. Some of the compounds tested; count on the stated rates, not on these rows.
SMILES,Abeta yeast res,Akt phos inh,DRD3 antagonist,TDP-43 yeast inh,aSyn rescue,GLP1R inv ag,GLP-1R agonist,PTHR1 agonist,FUS suppressor
COC(=O)c1c(C(=O)OC)c(-c2ccc(F)cc2)n2c1CS(=O)(=O)C2,-2%,i,15,15%,1%,23%,-1%,i,24%
Cc1cccc(NC(=O)CSc2nnc(CNC(=O)c3ccco3)o2)c1C,4%,i,-1,0%,9%,-25%,11%,-19%,-12%
Cc1nc(-c2cccc(N)c2)cs1,-8%,i,-10,6%,-3%,?,13%,-9%,-17%
CCNc1nc2c(c(=O)[nH]c(=O)n2C)n1CCCc1ccccc1,-2%,i,20,17%,6%,2%,20%,i,-20%
COc1ccc(C(C)=O)cc1CSc1nc2cc(Cl)ccc2o1,13%,i,-13,-9%,2%,4%,6%,-28%,-8%
S=c1[nH]nc(-c2ccc3ccccc3n2)n1Cc1ccccc1,-13%,i,-9,4%,0%,-1%,10%,-12%,-8%
Nc1nnc(CC(=O)N/N=C/c2ccccc2OCc2ccccc2F)s1,-15%,i,-11,-22%,0%,-26%,10%,-14%,-2%
Cc1cc(C)c(NC2=NCC(=O)N2C2CCCCC2)c(C)c1,-8%,i,0,-1%,0%,?,2%,-8%[57.5 µM],9%
Cc1ccc(C(=O)NCC(=O)OCC(=O)Nc2cc(S(=O)(=O)N3CCOCC3)ccc2C)cc1,6%,i,20,-16%,0%,6%,2%,i,-1%
Cc1noc(C)c1S(=O)(=O)N(CC(=O)NCCc1ccccc1)c1ccc(C(C)C)cc1,0%,i,2,11%&10%,2%,-1%&-3%,13%&1%,-9%,-10%&-14%
COc1cccc(/C=C/C(=O)OCC(=O)NCCc2ccccc2)c1,2%,i,-1,15%[9.22 µM],-7%,17%,6%,i,15%
O=C(Nc1cccc(F)c1)Nc1ccnn1C1CCN(C(=O)c2ccccn2)CC1,-5%,i,15,8%,3%,10%,-9%,-21%,13%
N#CC1=C2N=C(N)c3ccccc3N2C2=C(C(=O)CCC2)C1c1ccc(Cl)cc1 (configuration not stated),-1%,i,?,4%,5%,?,5%,-57%[inhibitor],?
CC(C)NC(=O)C1Cc2c(-c3ccccc3Oc3ccccc3)ccnc2O1 (configuration not stated),-4%,i,-12,2%,12%,-26%,-2%,-13%,23%
CCOc1ccc(NC(=S)Nc2cccnc2)cc1,-1%,i,-8,6%,4%,23%,0%,-25%,-6%
CC(=O)[C@@]1(O)CCC2C3C=CC4=CC(=O)CC[C@]4(C)C3CC[C@@]21C (some centres not stated),5%,i,11,17%,4%,3%,1%,-31%[inhibitor],-13%
COc1cc(/C=N/Nc2nc(Nc3ccccc3)nc(N3CCOCC3)n2)ccc1OC(=O)c1ccco1,27%,i,5,20µM*,14%,4.5µM*,5%,-13%,?
O=C(NNC(=O)c1ccccc1OCc1ccccc1)c1ccccc1F,-3%,i,4,29%,1%,?,15%,-5%,5%
O=C(CSCC(=O)N1CCOCC1)Nc1nc(-c2ccccc2)cs1,-5%,i,7,-7%,1%,-2%,5%,-44%[inhibitor],0%
COC(=O)C1=C(N)N(c2ccc(F)cc2)C2=C(C(=O)CCC2)C1c1ccc2c(c1)OCO2 (configuration not stated),2%,i,16,3%,-5%,-3%,-13%,-6%,-22%
O=C(CSc1nc2ccccc2c(=O)n1-c1ccc(Cl)c(Cl)c1)Nc1ccc2c(c1)CCC2,-16%,i,4,0%,-8%,3%,8%,i,-6%
CCOCCCNC(=O)C1CCN(S(=O)(=O)N2CC(C)CC(C)C2)CC1 (configuration not stated),-6%,i,-6,-11%,-4%,7%,-1%,i,25%
COc1ccc2c(CNCCc3ccco3)c(C(=O)O)n(Cc3ccc(F)cc3)c2c1,-1%,nt,nt,15%,nt,-1%,1%,-43%[inhibitor],40%
Nc1nc(Nc2cccc(Cl)c2)nc(NCCO)c1[N+](=O)[O-],2%,i,-16,-21%,1%,-17%,16%,i,19%
COC(=O)c1ccc(Oc2nc(C)cc(Oc3ccccc3)n2)cc1,-4%,i,1,?,0%,?,4%,-6%[57.5 µM],18%
Cn1cnc(S(=O)(=O)NC2CCN(Cc3c(F)cccc3Cl)CC2)c1,-16%,i,10,6%,0%,8%,1%,2%,-2%
Cc1cc(F)ccc1S(=O)(=O)NCC1CC2CCC1C2 (configuration not stated),0%,i,19,-3%,8%,?,-5%,i,-7%
COc1cc2c(cc1OC)C(C(=O)Nc1ccccn1)C(c1cccnc1)N(C)C2=O (configuration not stated),-7%,i,-26,-11%,1%,11%,-4%,i,9%
O=C(COc1ccc(Cl)cc1Cl)Nc1ccc(C(=O)Nc2ccccc2C(=O)O)cc1,17%,i,61,12%,-10%,-7%,-2%,-6%,13%
O=C1/C(=N\S(=O)(=O)c2cccs2)C([n+]2ccccc2)=C([O-])c2ccccc21,26%,i,-17,4%,5%,5%,-3%,-11%,-21%
C/C(Cl)=C/Cc1c(C)[nH]c2ccc(C)cc2c1=O,1%,i,23,10%,-7%,7%,-6%,i,-10%
Cc1occc1C(=O)N/N=C/c1c(O)ccc2ccccc12,-7%,i,13,-6%,3%,-31%,14%,i,6%
CN1CCc2c(sc3c2C(=O)NC(c2cccc(OC(=O)c4cccs4)c2)N3)C1 (configuration not stated),-17%,i,?,11%,-2%,32%[activator],3%,-9%,-5%
O=C(Nc1cccc2cccnc12)c1cccc(N2C(=O)CCC2=O)c1,17%,i,18,16%,10%,2%,4%,i,8%
COc1ccc(NC(=O)c2csc3c2CCCCC3)c(OC)c1,-22%,i,-8,-16%,14%,?,14%,-2%,20%
Cc1ccc2nc(Cl)c(/C=C/C(=O)c3ccco3)cc2c1,-3%,i,-28,?,-1%,12%,-1%,-94%[inhibitor],22%
COc1ccc(OC)c(S(=O)(=O)N2Cc3ccccc3CC2C(=O)Nc2ccc(C)cc2C)c1 (configuration not stated),6%,nt,nt,?,nt,?,nt,i,?
Cn1cc(CCC(=O)N2CCCC(CCC(=O)NCc3ccc(F)c(F)c3)C2)cn1 (configuration not stated),-9%,i,9,-1%,-1%,19%,-2%,-43%[inhibitor],-25%
Cn1c(CC(=O)Nc2ccc(F)cc2)c(Sc2ccccc2)c2ccccc21,0%,i,?,6%,-2%,-20%,-4%,i,5%
Nc1nc(Cl)cc(Sc2ccc(F)cc2)n1,24%,i,23,?,7%,99%[activator],11%,-10%,-21%

# Some of these compounds in order of the FUS suppressor value, rising.
canonical_smiles	FUS suppressor
Nc1nc(Cl)cc(Sc2ccc(F)cc2)n1	-21%
Cn1c(CC(=O)Nc2ccc(F)cc2)c(Sc2ccccc2)c2ccccc21	5%
COc1cc2c(cc1OC)C(C(=O)Nc1ccccn1)C(c1cccnc1)N(C)C2=O (configuration not stated)	9%

# The results go on:
SMILES,Abeta yeast res,Akt phos inh,DRD3 antagonist,TDP-43 yeast inh,aSyn rescue,GLP1R inv ag,GLP-1R agonist,PTHR1 agonist,FUS suppressor
CC(C)(C)n1nnnc1C(c1ccccc1)N1CCN(c2ncccc2C(F)(F)F)CC1 (configuration not stated),-19%&4%,i,23&14,13%&25%,16%&-10%,?,1%&-3%,-43%[inhibitor],31%&35%
CCOc1ccccc1NS(=O)(=O)c1ccc2c(c1)n(C)c(=O)c(=O)n2C,-6%,i,7,18%,-1%,11%,-7%,i,19%
CCC(C)C(NC(=O)C1CCC(C)CC1)C(=O)NCc1ccco1 (configuration not stated),-7%,i,-9,-2%,0%,-19%,4%,24%,17%
CCOCc1nnc(NC(=O)CCC2CCCCC2)s1,25%,i,11,9%,-2%,11%,0%,-6%,1%
CCOc1ccccc1CNS(=O)(=O)c1cnc[nH]1,1%,i,1,9%,-14%,-3%,-1%,-9%,-11%
NC(=O)N/N=C/c1ccccc1OCc1cccc2ccccc12,-4%,i,38,21%,6%,13%,9%,-16%,23%
Cc1ccc(S(=O)(=O)N2CCCCC2C)cc1[N+](=O)[O-] (configuration not stated),3%,i,-8,?,0%,-27%,-2%,-36%[inhibitor],-8%
COC(=O)C1CC(c2c(OC)cc(OC)cc2OC)=NO1 (configuration not stated),18%,i,-2,12%,3%,2%,-6%,i,-2%
Cc1onc(-c2ccccc2)c1C(=O)N/N=C/c1ccco1,-7%,i,8,0%,12%,8%,9%,-1%,37%
COc1ccc(CCNC(=O)C(=O)c2cn(CC(=O)N3CCCC3)c3ccccc23)cc1OC,0%,i,-19,12%,-7%,18%,5%,-4%,7%
CC1CCC(NC(=O)CN2C(=O)c3ccccc3S2(=O)=O)CC1 (configuration not stated),6%,i,0,0%,-7%[1.84 µM],-11%,20%,-33%[inhibitor],2%
CN(C)c1ccc(CNC(=O)CN(C)S(=O)(=O)c2cccc3cccnc23)cc1,-2%,i,18,16%,2%,-15%,-2%,-46%[inhibitor],7%
O=C(Nc1ccccc1)N1CCC(C(=O)N2CCN(c3ccccc3F)CC2)CC1,0%,i,8,-8%[0.397 µM],1%,?,15%,i,14%
COC(=O)C1=C(C)NC(=O)/C1=C\c1cc(C)n(-c2ccc(F)cc2)c1C,8%,i,-1,9%,-4%,1%,19%,-12%,34%
CCONC(=O)Nc1ccccc1,-10%,i,-27,-6%,-5%,12%,3%,-22%,-19%
COc1ccc(C(=O)NCc2csc(C)n2)cc1OC1CCN(C(C)=O)CC1,5%,i,2,18%,1%,15%,-10%,i,nt

# Bioassay records as filed in PubChem BioAssay.
